Screening results from PubChem BioAssay.
ELG1 DNA repair: inhibitors of ELG1-dependent DNA repair in HEK293T cells; HEK293T ELG1-luciferase reporter, luminescence, 16 h; DNA damage induced by 5-fluorouridine; hit rate 2.3% among 330,000; Potency, µM (titrated, usually from 46.1 µM), for inactives: at the highest dose activity change, negative = inhibition, hits mostly inhibitors; also: potency is read from the fitted curve at half-maximal effect; % is scaled to controls: 0 for no effect and ±100 for the full control effect; nearly all actives have a fitted effect of over 55% in size
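Quantitative HTS, concentration-response format. 2,000 cells/well co-treated with 5-fluorouridine and compound, 16 hr in 5% CO2 at 37 °C; ONE-Glo luminescence read after 30 min.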
p53 reactivation: re-activators of mutant p53; Potency, µM (doses to about 92.2 µM), for the others: at the top dose activity change, positive = activation, actives largely listed as activators; H1299 p53-A138V BP100-luciferase reporter, luminescence, 24 h; AID 504706; hit rate 0.063% among 320,000; also: potency is read from the fitted curve at half-maximal effect; % of control where 0% means no effect; nearly all actives have a fitted effect of over 45% in size
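p53-null H1299 cells stably carrying temperature-sensitive p53-A138V and a BP100-luciferase reporter were pinned with compounds (4-point, 1:5 series) and held 24 hrs at 37 deg C. Luminescence was read 10 min after detection reagent.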
VP16 counter: Gal4-VP16 reporter inhibition counter-screen; Drosophila S2 Gal4-VP16 UAS-luciferase, luminescence, 20 h; Potency, µM (titrated, usually from 53.6 µM), inactives show at the highest dose activity, negative = inhibition, actives largely listed as inhibitors; hit rate 3.5% among 310,000;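 also: Gal4-VP16 expression switched on by copper sulfate through the metallothionein promoter; potency is read from the fitted curve at half-maximal effect; % is scaled to controls: 0 for no effect and ±100 for the full control effect; nearly all actives have a fitted effect of over 50% in size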
Tb PFK block: inhibitors of T. brucei phosphofructokinase; hit rate 0.17% among 330,000; T. brucei PFK, ADP-Glo luminescence; Potency, µM (top dose mostly 57.5 µM), for the others: top-dose activity, negative = inhibition, usual class: inhibitors;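 also: potency is read from the fitted curve at half-maximal effect; 0% = uninhibited 1x PFK enzyme wells and -100% = no-enzyme wells; nearly all actives have a fitted effect of over 60% in size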
Target sequence (O15648 whole entry, looked up): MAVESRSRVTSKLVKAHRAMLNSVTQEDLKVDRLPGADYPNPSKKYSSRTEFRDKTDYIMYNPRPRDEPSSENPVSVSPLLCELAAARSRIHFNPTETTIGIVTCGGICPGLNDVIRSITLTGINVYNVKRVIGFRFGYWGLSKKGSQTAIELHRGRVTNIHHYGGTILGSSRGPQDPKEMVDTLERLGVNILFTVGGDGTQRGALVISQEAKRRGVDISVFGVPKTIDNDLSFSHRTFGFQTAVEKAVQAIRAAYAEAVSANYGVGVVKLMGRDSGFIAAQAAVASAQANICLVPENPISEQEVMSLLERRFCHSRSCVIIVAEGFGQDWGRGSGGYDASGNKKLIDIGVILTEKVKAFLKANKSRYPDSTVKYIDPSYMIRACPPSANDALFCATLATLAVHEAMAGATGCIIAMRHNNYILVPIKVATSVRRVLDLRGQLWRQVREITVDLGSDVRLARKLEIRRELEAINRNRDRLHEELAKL
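In TEA buffer at pH 8.0 with 5 mM MgCl2, enzyme (1.25 nM) converted F6P (0.5 mM) and ATP (0.1 mM) for 45 min at room temperature. ADP product was read by luciferase luminescence.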
ELG1 genotox: inducers of genotoxicity in HEK293T ELG1-luciferase cells; HEK293T ELG1-luciferase reporter, luminescence, 16 h; Potency, µM (series often up to 46 µM), without a hit: at the top dose activity change, positive = activation, actives largely listed as activators; hit rate 1.3% among 330,000; AID 504466; also: potency is read from the fitted curve at half-maximal effect; % of control where 0% means no effect; nearly all actives have a fitted effect of over 60% in size
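ELG1-luciferase HEK293T cells, 2,000/well; compound pinned in; 16 hr, 37 °C, 5% CO2; ONE-Glo, 30 min RT; luminescence on CCD imager.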
NPC1 prom act: activates the NPC1 promoter; Huh7 NPC1 promoter luciferase reporter, 24 h; Potency, µM (highest dose often 9.22 µM), without a hit: at the highest dose activation, hits mostly activators; hit rate 2.4% among 320,000; AID 485313;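 also: potency is read from the fitted curve at half-maximal effect; % of control where 0% means no effect; nearly all actives have a fitted effect of over 60% in size; reporter is driven by a mutant NPC1 promoter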
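NPC1 promoter–luciferase Huh7 cells; 24 h compound; luminescence.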
RORgamma inh: ROR gamma (mouse) transcription inhibition; P51450; Drosophila S2 Gal4-RORgamma UAS-luciferase reporter, 20 h; Potency, µM (highest dose often 53.6 µM), inactives show at the top dose activity change, negative = inhibition, usual class: inhibitors; hit rate 5.4% among 310,000; AID 2551; also: potency is read from the fitted curve at half-maximal effect; % is scaled to controls: 0 for no effect and ±100 for the full control effect; nearly all actives have a fitted effect of over 60% in size
Target sequence (P51450 whole entry, looked up, the tested form may be a part): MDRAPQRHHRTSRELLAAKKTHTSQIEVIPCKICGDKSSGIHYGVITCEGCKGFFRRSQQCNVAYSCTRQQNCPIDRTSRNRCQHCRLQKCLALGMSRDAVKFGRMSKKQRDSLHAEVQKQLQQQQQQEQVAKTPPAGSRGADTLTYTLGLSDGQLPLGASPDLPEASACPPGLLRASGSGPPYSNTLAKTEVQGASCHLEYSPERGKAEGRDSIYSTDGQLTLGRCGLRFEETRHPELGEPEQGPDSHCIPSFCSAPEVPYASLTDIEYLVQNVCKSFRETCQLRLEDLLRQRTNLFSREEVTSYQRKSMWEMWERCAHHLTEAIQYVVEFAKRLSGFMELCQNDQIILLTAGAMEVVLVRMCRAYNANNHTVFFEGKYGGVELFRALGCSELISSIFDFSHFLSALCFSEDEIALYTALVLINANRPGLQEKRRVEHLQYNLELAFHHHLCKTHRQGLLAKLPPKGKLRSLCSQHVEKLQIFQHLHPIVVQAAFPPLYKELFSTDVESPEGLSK
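ROR gamma transcriptional activity was tracked as Gal4-UAS luciferase output in stably transfected Drosophila Schneider cells, with compound added 1 hr before 700 uM copper sulfate induction and a 20 hr ambient-temperature incubation.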
BRCA1 expr act: activators of BRCA1 expression; AID 624202; MCF7-BRCA1-FFLuc reporter, luminescence, 48 h; response scale: scaled: vehicle 0%, 10 µM genistein 100%; hit rate 1.1% among 380,000; Potency, µM (doses to about 46.1 µM), inactives show at the top dose activation, hits mostly activators; also: potency is read from the fitted curve at half-maximal effect; nearly all actives have a fitted effect of over 80% in size; some results filed as inactive show a strong effect at the top dose
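MCF7-BRCA1-FFLuc, 2000 cells/well; 2 h attach, 37 °C/5% CO2; compound 48 h; luciferase substrate 15 min; luminescence end-point. Norm. to genistein 10 microM max activation and DMSO; concentration-response curves fitted.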
FLuc modulator: counter-screen for miR-21 project: firefly luciferase inhibitors or activators | P08659 | purified FLuc, Km substrates, luminescence inhibition | Potency, µM (highest dose often 57.5 µM), for inactives: at the highest dose activity change, negative = inhibition, hits mostly inhibitors | hit rate 6.9% among 360,000;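 also: potency is read from the fitted curve at half-maximal effect; plate controls were vehicle for no effect and reference inhibitor for full effect; nearly all actives have a fitted effect of over 55% in size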
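Purified P. pyralis luciferase, 10 nM final, with Km-level 10 uM D-luciferin and 10 uM ATP in 50 mM Tris acetate pH 7.5, 10 mM Mg acetate, 0.01% Tween-20, 0.05% BSA; 6-point qHTS titration about 60 µM downward; luminescence read.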
TRPV1 agonist: human TRPV1 agonism | Q8NER1 | TRPV1-expressing cells, Fluo-8 calcium influx, agonist mode | activation, % at 8.33 µM | hit rate 0.19% among 320,000 | AID 540275; in the data active = activation above about 80%; inconclusive = between about 30% and that limit; also: 0% is about no effect
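Cells expressing TRPV1 were dye-loaded with Fluo-8 and read kinetically: 10 s baseline, 3 min after compound (agonist portion), then 2 min after EC20 capsaicin (allosteric enhancer portion). Calcium-bound dye fluorescence at 480/520 nm.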
Rab9 prom act: activators of Rab9 promoter; Huh7 Rab9 promoter-luciferase reporter, luminescence, 24 h; Potency, µM (highest dose often 9.22 µM), for the others: at the highest dose activation, negative = inhibition, hits mostly activators; hit rate 2.8% among 320,000; also: potency is read from the fitted curve at half-maximal effect; % of control where 0% means no effect; nearly all actives have a fitted effect of over 60% in size
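Stable Rab9-luc Huh7, 1500 cells/well, 2 h settle; cmpd in DMSO, 24 h, 37 °C/5% CO2; luciferase reagent 10 min RT; luminescence.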
* marks the source's active call; other numbers are inactive results; ? = inconclusive; . = no result given; & = joins results of further samples; [ ] = dose if it differs, or a comment. Unless noted, calls follow the shape of the dose curve; as a rule, active = well fitted curve in the direction sought with a large enough effect; inconclusive = small, poorly fitted or top-dose-only effect, or another doubt; inactive = no such curve, though single readings can be large; an effect the other way counts as inactive or inconclusive.

Every second line gives: ELG1 DNA repair	p53 reactivation	VP16 counter	Tb PFK block	ELG1 genotox	NPC1 prom act	RORgamma inh	BRCA1 expr act	FLuc modulator	TRPV1 agonist	Rab9 prom act
- CCc1ccc(Nc2nnc(SCC(=O)c3ccc4c(c3)NC(=O)CO4)s2)cc1
    ?	9%	8%[10 µM]	-3%	14%	10%	-24%	.	?	?	-31%[inhibitor]
- CCCSc1nnc(NC(=O)CSc2sc3c(O)cc(=O)[nH]c3c2C#N)s1
    0%	1%	-1%	3%	-1%	-7%	-32%	-7%	?	-1	-2%
- Clc1ccc(-c2ccc(CNCC3CCCO3)o2)cc1 (centres undefined)
    4%	5%	4%	1%	14%	21%	14%	10µM*	?	3	22%
- COc1cc(NC(=O)CSc2nnc(-c3ccncc3)o2)cc(OC)c1OC
    3%	1%	2%	4%	4%	-4%	-17%	-12%	3%	-2	-6%
- COc1ccc(Cc2nnc(NS(=O)(=O)c3ccc([N+](=O)[O-])cc3)s2)cc1
    11%	2%	9%	-1%	-3%	-5%	3%	-13%	-7%	0	0%
- Cc1ccc(OCC(=O)N(Cc2ccco2)c2c(N)n(Cc3ccccc3)c(=O)[nH]c2=O)cc1C
    -3%	-5%	.	0%	0%	0%	.	-29%	0%	1	-9%
- Cc1ccc(NC(=O)CSc2ccc3c(c2)OCCO3)nc1
    14%	1%	.	-18%	2%	0%	.	-1%	-6%	5	-2%
- COc1cc(Cl)c(C)cc1NC(=O)COc1ccc(C)nc1[N+](=O)[O-]
    ?	12%	.	11%	10%	?	.	79%	-20%	-4	4µM*
- COc1ccc(C(=O)C2CCCN(Cc3ccc4nonc4c3)C2)c(OC)c1 (centres undefined)
    ?	-2%	1%	2%	-7%	-8%	32%	-14%	0%	?	-4%
- O=C1NC(=O)C(c2ccccc2[N+](=O)[O-])=C1Nc1ccc(O)c(Cl)c1
    ?	.	0%&5%	0%	2%	8%[46.1 µM]	?	-1%	-7%	4	10%[46.1 µM]
- CCn1c(=O)cc(NC2=NCC(C)CN2c2cccc(Cl)c2)n(C)c1=O (centres undefined)
    ?	-2%	20%	5%	3%	-5%	-15%	9%	8%	?	2%
- CC(=O)c1c(C)[nH]c(C(=O)OCC(=O)NCCCc2ccccc2)c1C
    ?	5%	.	-8%	-5%	1%	.	-50%	.	17	-3%
- CCn1cc(C(=O)N2CCc3ccccc32)c(=O)c2cc(S(=O)(=O)N(C)C3CCCCC3)ccc21
    ?	-11%	-1%	0%	-9%	0%	26%	-27%	4%	12	-1%
- CC(C)(C)C(=O)Nc1nnc(-c2ccccc2)c(-c2ccccc2)n1
    1%	1%	-6%	-2%	1%	-1%	15%	17%	-1%	16	0%
- Brc1cc(Br)cc(CN2CCSCC2)c1
    3%	26%	0%	-9%	-1%	5%	1%	4%	-2%	4	-3%
- Cc1nc(-c2cc(-c3nc(-c4ccc(C(F)(F)F)cc4)no3)no2)cs1
    0%	2%	-11%	0%	-2%	-3%	28%	-2%	3%	-4	0%
- O=C(NC1CCCCC1)C(c1ccccn1)N(C(=O)c1csnn1)c1ccccc1F (centres undefined)
    6%	-2%	-2%	1%	3%	1%	-18%	7%	-1%	1	2%
- O=C(O)/C=C/C(=O)N1CCN(c2cccc(Cl)c2)CC1
    2%	-10%	1%[10 µM]	-6%	-4%	-7%	-21%	-5%	3%	0	?
- COc1cccc(OC)c1C(=O)Nc1ccc2c(c1)N(S(=O)(=O)c1cccs1)CCC2
    -16%	-5%	-2%	-1%	-1%	-3%	3%	-32%	0%	-1	-1%
- CC(C)(C)C(=O)Nc1nc2c(c(=O)[nH]1)CCCC2
    12%	1%	-7%	-1%	3%	-8%	-2%	19%	-13%	-2	-6%

Single records, from the list above. Order of values: ELG1 DNA repair	p53 reactivation	VP16 counter	Tb PFK block	ELG1 genotox	NPC1 prom act	RORgamma inh	BRCA1 expr act	FLuc modulator	TRPV1 agonist	Rab9 prom act
Entry for `CC(C)(C)C(=O)Nc1nnc(-c2ccccc2)c(-c2ccccc2)n1` → 1%	1%	-6%	-2%	1%	-1%	15%	17%	-1%	16	0%
Entry for `COc1ccc(C(=O)C2CCCN(Cc3ccc4nonc4c3)C2)c(OC)c1` (centres undefined) → ?	-2%	1%	2%	-7%	-8%	32%	-14%	0%	?	-4%
Entry for `Clc1ccc(-c2ccc(CNCC3CCCO3)o2)cc1` (centres undefined) → 4%	5%	4%	1%	14%	21%	14%	10µM*	?	3	22%
Entry for `Cc1ccc(NC(=O)CSc2ccc3c(c2)OCCO3)nc1` → 14%	1%	.	-18%	2%	0%	.	-1%	-6%	5	-2%

The list goes on.
Every second line gives: ELG1 DNA repair	p53 reactivation	VP16 counter	Tb PFK block	ELG1 genotox	NPC1 prom act	RORgamma inh	BRCA1 expr act	FLuc modulator	TRPV1 agonist	Rab9 prom act
- CC(Cc1cccs1)NC(=O)Nc1ccc(Cl)cc1 (centres undefined)
    ?	25%	19%	-11%	5.6µM*	?	34%	?	12µM*	?	?
- O=C(NCCN1CCOCC1)c1ccc(NC(=O)C2COc3ccccc3O2)cc1 (centres undefined)
    13%	-2%	2%[10 µM]	-10%	14%	-9%	0%	-2%	-2%	0	-1%
- COc1ccc(OC)c(NC(=O)c2cccc(N3C(=O)C4C5CCC(C5)C4C3=O)c2)c1 (centres undefined)
    ?	-4%	-15%	-19%	-8%	-13%	27%	-32%	4%	24	-11%
- NC(=O)c1cc2ccccc2o/c1=N\NC(=O)c1ccc(F)cc1
    -26%	-2%	-9%	11%	-6%	3%	0%	30%	0%	8	-4%
- CCCC(=O)NC(=S)Nc1cccc(-c2nc3ncccc3o2)c1
    0%	-7%	-1%	0%	-1%	-4%	4%	13%	6%	5	-1%
- C=CCNS(=O)(=O)c1ccc(C(=O)OCc2cc(=O)oc3cc(OC)ccc23)cc1
    11%	-1%	-9%	3%	3%	-3%	14%	0%	1%	-2	5%
- CCOC(=O)CNC(=O)c1ccccc1Br
    ?	?	19%	18%	14%	7%	13%	26%	-16%	0	18%
- CSc1ccc(CN2CCN(C(=O)c3ccc([N+](=O)[O-])cc3)CC2)cc1
    ?	6%	-15%	-1%	6%	-31%[inhibitor]	37%	-40%	-11%	6	-42%[inhibitor]
- CCc1ccccc1NC(=O)CNC(=O)c1cc(C2CC2)nn1-c1ccccc1
    ?	3%	.	4%	-2%	6%	.	9%	.	10	-10%
- Cn1c(SCCOc2ccc(Cl)cc2)nnc1-c1ccncc1
    -11%	-33%[inhibitor]	-13%	-4%	-4%	1%	40%	12%	-5%	8	1%
- COc1ccc(Sc2cnn(-c3ccccc3)c(=O)c2Cl)cc1
    -20%	6%	16%	2%	0%	-4%	29%	-56%	-1%	16	1%
- NS(=O)(=O)c1ccc(S(=O)(=O)N2CCN(C3CCCC3)CC2)cc1
    -1%	-2%	-1%	-5%	?	-2%	2%	-11%	3%	5	-1%
- CSc1ccccc1NC(=O)CN(C)S(=O)(=O)c1ccc(F)cc1
    -12%	-2%	1%	0%	-1%	0%	-5%	-1%[1.84 µM]	-1%	5	-7%
- O=C(NCc1ccc2c(c1)OCO2)C1CC(=O)N(C2CCCC2)C1 (centres undefined)
    -2%	2%	2%	-3%	1%	-1%	13%	-14%	5%	3	0%
- OC(COCc1cccs1)CN1CCN(c2ccccn2)CC1 (centres undefined)
    -1%	-12%	-1%	2%	0%	2%	7%	6%	6%	0	-4%
- O=C(COC(=O)COc1ccccc1)Nc1ccc(Br)cc1Br
    16%	14%	.	1%	2%	.	.	-11%	.	.	.
- N#Cc1c(N2CCCCC2)nc(N)c2c(N)nc3c(c12)CC(CCl)O3 (centres undefined)
    15%	-2%	-26%	-4%	11%	-5%	?	-20%	0%	3	0%
